Compound activity as filed in PubChem BioAssay.
STEP inh = STEP (human) phosphatase inhibition | inhibition, % at 20 µM | AID 588621 | 360,000 tested, 0.25% active | recombinant STEP, OMFP fluorogenic substrate, fluorescence;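 active means inhibition at 20 µM, scaled per plate between control wells, above about 37%, limit read from the data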;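 further: 0% = DMSO with enzyme and substrate and 100% = substrate only without enzyme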
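Material: STEP (striatal-enriched tyrosine phosphatase) enzyme, cell-free | Medium: 50 mM Bis-Tris pH 6.0 with 2.5 mM DTT and 0.005% Tween 20 | Read-out: Percent inhibition scaled to no-enzyme and uninhibited-enzyme controls, plate-pattern corrected | Signal: Fluorescence read at 480 nm ex / 540 nm em | Times: 20 min reaction, room temperature, in the dark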
SUMO1-SIM PPI = SUMO1-SIM interaction modulation; P63165; SUMO1 binding to a labelled peptide, TR-FRET, 1 h; inhibition, % at 20 µM; 360,000 tested, 0.33% active; AID 602429; in the data active means inhibition above about 37%
Target sequence (P63165 whole entry, looked up): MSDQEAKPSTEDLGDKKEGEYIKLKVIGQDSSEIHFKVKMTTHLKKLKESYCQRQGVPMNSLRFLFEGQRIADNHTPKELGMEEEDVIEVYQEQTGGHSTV
DNMT1 block = inhibitors of human DNMT1 | P26358 | DNMT1 molecular beacon, Hinp1I cleavage, fluorescence | inhibition (reported as % activation of signal), % at 10 µM | 360,000 tested, 0.83% active; in the data active means inhibition above about 50%
CendR NRP1 mod = alters CendR peptide binding to human NRP-1; O14786; FAM-RPARPAR peptide binding to NRP-1, fluorescence polarization; inhibition, % at 25 µM; 360,000 tested, 0.85% active; AID 602438;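 active means inhibition or corrected inhibition above about 18%, plus a signal ratio from 0.5 to 1.5, limit read from the data, passing the limit was not always enough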; further: strong numbers were not always called active
Scp1 inh = blocks human Scp-1 phosphatase activity; 340,000 tested, 0.88% active; Recombinant Scp1, phosphopeptide, malachite green phosphate absorbance; Q9GZU7; inhibition, % at 20 µM;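 active means inhibition above about 50% at 20 µM, limit read from the data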;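 further: plate controls were DMSO wells with enzyme for no effect and wells lacking enzyme for full effect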
Target sequence (Q9GZU7 76-261 limits assumed): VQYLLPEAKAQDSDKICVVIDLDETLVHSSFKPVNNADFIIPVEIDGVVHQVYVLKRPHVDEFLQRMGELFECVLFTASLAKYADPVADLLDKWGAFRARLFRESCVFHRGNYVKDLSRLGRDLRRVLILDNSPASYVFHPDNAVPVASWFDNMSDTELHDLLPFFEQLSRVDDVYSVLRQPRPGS
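Test system – truncated SCP-1 phosphatase (76-261aa) · Reagent – Phosphorylated 17-residue peptide substrate · Incubation – 45 min room-temperature reaction, 5 min colour, 30 min stabiliser · Detection – colorimetric phosphate reagent with accelerator and stabiliser, absorbance at 630 nm · Measure – % inhibition at 20 µM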
NadD block = inhibitors of Staphylococcus aureus NadD | purified NadD enzyme, colorimetric absorbance read-out | inhibition, % at 20 µM | 360,000 tested, 0.78% active | AID 602399; in the data active means inhibition above about 26%; further: some compounds past the cut are filed as inactive
SKN-1 block = inhibitors of C. elegans SKN-1; C. elegans VP596 Pgst-4::GFP/RFP ratio, acrylamide-induced, 24 h; inhibition, % at 21.8 µM; 360,000 tested, 0.49% active; AID 624304;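 active means interference check ratio from 0.5 to 1.5 plus GFP to RFP signal ratio inhibition reaching or exceeding a fixed threshold, cut at about 30% in these data, passing the limit was not always enough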; further: some compounds called inactive have numbers as strong as hits
LMPTP inh = LMPTP (human) inhibition; P24666; 360,000 tested, 0.22% active; recombinant LMPTP-A, OMFP fluorogenic substrate, fluorescence intensity; inhibition, % at 20 µM; AID 651560;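 active means compounds that cut the enzyme signal by at least half of the control window in the single-dose screen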;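 further: plate controls were DMSO wells with enzyme plus substrate for no effect and substrate without enzyme for full effect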
Target sequence (P24666 whole entry, looked up): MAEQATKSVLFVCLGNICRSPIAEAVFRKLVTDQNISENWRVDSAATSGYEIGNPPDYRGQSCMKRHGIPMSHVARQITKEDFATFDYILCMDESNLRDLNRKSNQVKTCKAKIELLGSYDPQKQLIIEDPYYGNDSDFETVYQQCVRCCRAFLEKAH
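Test system: LMPTP-A phosphatase enzyme; input: 0.625 nM LMPTP-A final; reagent: OMFP substrate, 400 µM final; compound dosing: 20 µM single dose, 3% DMSO; incubation: 50 min dark incubation at room temperature; measured by: endpoint fluorescence intensity from OMFP dephosphorylation; measure: % inhibition relative to no-enzyme and uninhibited control wells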
MT1-MMP act inh = MT1-MMP (human) activation inhibition; HT1080 RFP-PRO-GFP cells, GFP/RFP ratio fluorescence, overnight; percent of plate control window, DMSO zero; GFP/RFP ratio change, % at 20 µM; 360,000 tested, 0.061% active; AID 651647; P50281;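 active means GFP/RFP ratio change of at least 30% with cell ATP level not reduced by more than half and red fluorescence within 50% of control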; further: strong numbers were not always called active
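Test system: HT1080 RFP-PRO-GFP cells; Benchmarks: DMSO and RFP-L50D-GFP cell wells; Timing: cells overnight before dosing, compound overnight, 37 °C, 5% CO2; Compound: one 20 µM compound dose with 1% DMSO; Read-out: GFP/RFP fluorescence ratio.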
Rpn11 block = Rpn11 (human) deubiquitinase inhibition; O00487; human 26S proteasome, Ub4-pepOG fluorescence polarization; 20S core pre-blocked with epoxomicin; calls only at 20 µM; 360,000 tested, 0.59% active; AID 588493;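 active means inhibition at 20 µM, scaled to each plate's controls, above about 33%, limit read from the data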
Target sequence (O00487 whole entry, looked up): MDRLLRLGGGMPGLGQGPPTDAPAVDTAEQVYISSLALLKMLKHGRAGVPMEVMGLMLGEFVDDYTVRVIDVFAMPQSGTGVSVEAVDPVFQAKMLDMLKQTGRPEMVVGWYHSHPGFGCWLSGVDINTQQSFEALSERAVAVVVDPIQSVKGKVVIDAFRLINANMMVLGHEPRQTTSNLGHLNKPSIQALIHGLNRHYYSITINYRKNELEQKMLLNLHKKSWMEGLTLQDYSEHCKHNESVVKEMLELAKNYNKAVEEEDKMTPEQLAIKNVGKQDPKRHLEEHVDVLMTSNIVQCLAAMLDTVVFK
The depositor's hits bear a star; i = inactive; / = not tested or not shown.

STEP inh,SUMO1-SIM PPI,DNMT1 block,CendR NRP1 mod,Scp1 inh,NadD block,SKN-1 block,LMPTP inh,MT1-MMP act inh,Rpn11 block,smiles
0,-22,-1,-9,-6,-5,6,0.8,2,i,O=C(COC(=O)c1ccc(Sc2ccccc2)c([N+](=O)[O-])c1)NC1CCS(=O)(=O)C1 (configuration not stated)
4,-5,-5,11,2,-3,-14,0.8,6,i,CCN1CCN(c2ccc(S(=O)(=O)N3CCCCC3)cc2NC(=O)Cc2ccc(Cl)c(Cl)c2)CC1
0,0,2,0,-8,0,6,0.3,1,i,CCOc1ccc(NC(=O)CC2C(=O)N(c3ccc(OC)cc3)C(=O)N2CCc2ccc(OC)c(OC)c2)cc1 (configuration not stated)
-2,-31,2,-10,0,2,0,0.8,4,i,CNc1ccc(C(=O)OCC(=O)NC(=O)NC2CCCC2)cc1[N+](=O)[O-]
2,-4,-7,-1,8,-5,2,6.8,35*,i,Nc1nc(Nc2cccc(F)c2)nc2ccccc12
2,3,-1,5,-11,6,0,4.4,-3,i,O=C(c1cc(-c2ccccc2)nn1-c1ccccc1)N1CCN(S(=O)(=O)c2ccc(F)cc2)CC1
0,5,0,-10,-5,4,-11,-0.8,0,i,COc1ccccc1CNc1ncc(-c2ccc(F)cc2)n1C
-4,-3,8,0,3,-1,-11,2.2,-3,i,CCc1cc2cc3c(cc2nc1SCC(=O)OC(C)C)OCO3
2,-2,1,9,-4,0,8,-1.2,2,i,CC1(C)CC(=O)C=C(NCc2ccc(Cl)c(Cl)c2)C1
-1,1,-13,-12,-4,14,8,1.2,4,i,CC(C)Cn1c(N)c(C(=O)COC(=O)c2cc3ccccc3cc2O)c(=O)n(C)c1=O
-5,-1,5,0,-11,-2,7,-2.0,3,i,Cc1cc(C)nc(/N=C(\N)C2=C(O)CC(C)(C)CC2=O)n1
2,-15,-1,1,-15,-5,0,-0.3,0,i,CCOc1ccc2oc(-c3ccccc3)c(C(N)=O)c2c1
61*,93*,69*,8,94*,5,-7,64*,0,/,COc1ccc(Nc2nnc(-c3ccncc3)s2)cc1Cl
-2,1,1,-2,-3,2,-1,-0.2,7,i,O=C(NC1CCCN(Cc2ccc(Cl)cc2)C1)c1ccnc(Cl)c1 (configuration not stated)
2,1,2,8,/,-1,3,51*,0,i,COCCNc1nc(NCc2ccc(C(C)C)cc2)c2sccc2n1

Following part:
STEP inh,SUMO1-SIM PPI,DNMT1 block,CendR NRP1 mod,Scp1 inh,NadD block,SKN-1 block,LMPTP inh,MT1-MMP act inh,Rpn11 block,smiles
-2,-2,1,15,0,6,35,-3.4,5,i,c1ccc(-n2c(SCC3CCCCO3)nnc2-c2cnccn2)cc1 (configuration not stated)
-5,-4,2,-17,-8,11,15,-2.5,1,i,O=C(O)c1ccc2c(c1)C(=O)N(C(Cc1ccc(O)cc1)C(=O)O)C2=O (configuration not stated)
0,-5,-3,12,-1,7,-3,-0.2,-2,i,O=C(Nc1cccnc1)NC1CCCCC1
-1,-3,0,-3,-7,-2,-16,0.7,-2,i,Nc1nc(CCl)nc(Nc2ccc3ccccc3c2)n1
-2,-2,2,-3,-7,-4,2,-2.0,1,i,Cc1ccc(S(=O)(=O)CC(c2ccccc2)N2CCCCC2)cc1 (configuration not stated)
1,3,0,5,-9,-5,4,0.2,1,i,Cc1cccc(C)c1NC(=S)N(c1ccccc1)C(C)C
-2,-3,2,3,-15,-10,-4,0.3,1,i,CCOc1ccccc1NC(=O)CN(C)S(=O)(=O)c1ccc(OC)c(C)c1
0,2,7,-1,/,2,3,-0.5,-6,i,Cc1ccc2nc(C(C)(C)C)c(Cc3ccccc3C(F)(F)F)n2c1
0,2,-6,-10,-3,0,3,1.0,0,i,CCCc1nc(SCC(=O)NNC(=O)c2ccc(OC)cc2)c2ccccc2n1
7,-5,-4,-5,0,0,8,1.6,2,i,Cc1ccc2nc(C(=O)O)c(C(=O)O)nc2c1
9,-3,11,7,0,-6,-8,-0.3,6,i,O=C(O)c1c2c(nc3ccc(F)cc13)CCC2
-1,0,1,-5,-7,1,12,-0.4,0,i,Cc1cccc(C(=O)NNC(=O)C(=O)NC(C)(C)C)c1
3,-24,-1,4,-2,-6,-6,-3.3,2,i,CCCn1c(O)c2ccc(C(=O)N=NC(=O)c3cccnc3)cc2c1O
-3,-2,1,-12,-5,5,-1,-0.3,4,i,COCCn1c(SCC(=O)N2CCN(c3ccccc3)CC2)nc2c(c1=O)SC(C)C2 (configuration not stated)
-1,-22,-1,1,-4,-4,-16,-0.7,-1,i,CC(C(=O)Nc1cccc([N+](=O)[O-])c1)n1nnc2ccccc21 (configuration not stated)

Carrying on:
STEP inh,SUMO1-SIM PPI,DNMT1 block,CendR NRP1 mod,Scp1 inh,NadD block,SKN-1 block,LMPTP inh,MT1-MMP act inh,Rpn11 block,smiles
0,3,1,7,2,-5,10,-2.3,0,i,COc1cccc(C(=O)O[C@H]2[C@H](C)NS(=O)(=O)[C@H]3C[C@@H]4C=C[C@]23O4)c1
0,9,1,-31,-7,-2,-15,-0.9,-1,i,CCCCCOc1ccc(C2NC(=O)NC2=O)cc1 (configuration not stated)
2,-1,3,2,-1,-4,-11,3.1,1,i,O=C(CCCOc1ccc(Cl)cc1Cl)NNC(=O)C1CCC1
3,1,1,1,-12,1,-1,-0.2,0,i,COc1ccc(/C=C/C(=O)c2oc3ccc(F)cc3c2C)cc1
1,3,-2,-6,2,-6,1,-1.5,0,i,NS(=O)(=O)c1ccc(NC(CNS(=O)(=O)c2ccccc2)c2ccccc2)cc1 (configuration not stated)
-7,2,8,-12,-6,0,13,4.6,0,i,CC(C)(C)c1cccc(OCCCSc2ncccn2)c1
3,-18,-4,7,-5,-2,-3,2.8,1,i,CN(C(=O)COC(=O)c1cc(=O)[nH]c2ccccc12)C1CCCCC1
-2,5,-10,0,-13,-12,11,3.3,1,i,CN(Cc1ccccc1)S(=O)(=O)c1ccc(NS(=O)(=O)Cc2ccccc2)cc1
-2,7,1,6,-1,7,23,0.0,4,i,Cc1cc(N2CCN(C(=O)c3ccco3)CC2)n2nc(C)c(-c3ccccc3)c2n1
2,8,4,-32,-4,4,9,1.5,-31,i,O=C(NCc1cccs1)c1nc2c(nnn2Cc2ccccc2Cl)c(=O)[nH]1
-2,-3,2,7,-5,-3,-2,-0.8,-4,i,Cc1ccc(S(=O)(=O)NC(C(=O)Oc2cc3oc(=O)cc(C)c3cc2Cl)C(C)C)cc1 (configuration not stated)
0,0,2,-10,-7,-4,-11,0.4,1,i,CCCN(CC(=O)Nc1ccccc1C)C(=O)COC(=O)c1cnc(C)cn1
-2,1,6,-2,/,7,-6,-1.0,14,i,C[C@H](CO)N1C[C@H](C)[C@@H](CN(C)C(=O)OCc2ccccc2)OCc2cn(nn2)CCCC1=O
-3,-4,7,-12,-11,0,9,-1.4,1,i,[N-]=[N+]=NCC/C=C\C1NS(=O)(=O)OCC1O (configuration not stated)
5,-8,13,-5,2,14,21,2.0,-5,i,C=CCOc1ccc(C2C(C(=O)c3ccco3)=C(O)C(=O)N2Cc2cccnc2)cc1 (configuration not stated)

4 entries from above, with values under each structure:
Each structure is followed by: STEP inh | SUMO1-SIM PPI | DNMT1 block | CendR NRP1 mod | Scp1 inh | NadD block | SKN-1 block | LMPTP inh | MT1-MMP act inh | Rpn11 block
CN(Cc1ccccc1)S(=O)(=O)c1ccc(NS(=O)(=O)Cc2ccccc2)cc1
    -2 | 5 | -10 | 0 | -13 | -12 | 11 | 3.3 | 1 | i
COc1cccc(C(=O)O[C@H]2[C@H](C)NS(=O)(=O)[C@H]3C[C@@H]4C=C[C@]23O4)c1
    0 | 3 | 1 | 7 | 2 | -5 | 10 | -2.3 | 0 | i
CCCN(CC(=O)Nc1ccccc1C)C(=O)COC(=O)c1cnc(C)cn1
    0 | 0 | 2 | -10 | -7 | -4 | -11 | 0.4 | 1 | i
NS(=O)(=O)c1ccc(NC(CNS(=O)(=O)c2ccccc2)c2ccccc2)cc1 (configuration not stated)
    1 | 3 | -2 | -6 | 2 | -6 | 1 | -1.5 | 0 | i

Carrying on.
STEP inh,SUMO1-SIM PPI,DNMT1 block,CendR NRP1 mod,Scp1 inh,NadD block,SKN-1 block,LMPTP inh,MT1-MMP act inh,Rpn11 block,smiles
2,3,11,1,-12,7,-24,5.4,-17,i,C#CCN(N(C)c1ncc(C(F)(F)F)cc1Cl)S(=O)(=O)c1ccc2ccccc2c1
-2,1,0,2,-8,-3,-2,-0.6,3,i,Cc1ccccc1Cn1c(=N)n(CC(O)c2ccco2)c2ccccc21 (configuration not stated)
-3,3,-2,-6,0,4,-2,1.7,5,i,Cn1c(CCCOc2ccc(Cl)cc2Cl)nnc1SCC(=O)Nc1ccc(F)c(Cl)c1
-2,-4,0,-1,-8,-1,11,4.6,-3,i,CCn1c(=O)c2sccc2n(CC(=O)NCCC2=CCCCC2)c1=O
-4,1,0,-8,-7,0,-30,-1.9,0,i,CC(C)(C)C1(c2ccccc2)NC(=O)N(CC(=O)N2CCOCC2)C1=O (configuration not stated)
1,-37,0,6,-3,-4,10,0.3,-9,i,CN(CCO)C1=NS(=O)(=O)c2cc([N+](=O)[O-])ccc21

Structures listed so far marked active in Scp1 inh.
STEP inh,SUMO1-SIM PPI,DNMT1 block,CendR NRP1 mod,Scp1 inh,NadD block,SKN-1 block,LMPTP inh,MT1-MMP act inh,Rpn11 block,smiles
61*,93*,69*,8,94*,5,-7,64*,0,/,COc1ccc(Nc2nnc(-c3ccncc3)s2)cc1Cl
